SENP1 FRET inh – SENP1 (human) catalytic domain inhibition | hit rate 0.21% among 360,000 | Q9P0U3 | recombinant SENP1 catalytic domain, CyPet-SUMO1-YPet FRET cleavage | inhibition, % at 10 µM;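 active = inhibition at least 30% at 10 µM, raw YFP signal under a set limit, fluorescence ratio 0.5 to 1.5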;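 note: 0% = enzyme with DMSO and 100% = no enzyme wells; some results filed as inactive read as strong as hits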
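Controls: no-enzyme wells low, DMSO-plus-enzyme wells high control. Test system: human recombinant His6-tagged SENP1 catalytic domain enzyme. Reagent: SFCypet-SUMO1-SFYpet FRET protein substrate, 25 nM final. Doses: one dose per compound, 10 µM, 0.5% DMSO. Detection: FRET, CFP and YFP emission. Timing: 50 min reaction at room temperature.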
Apaf1 inhib – inhibitors of human Apaf-1 apoptosome. O14727. reconstituted apoptosome caspase-3 activity, DEVD-Rh110 fluorescence. inhibition, % at 20 µM. hit rate 0.71% among 330,000; active = inhibition of at least 40% at 20 µM;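 note: plate controls were DMSO wells for no effect and DEVD-CHO caspase inhibitor wells for full effect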
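Material: reconstituted apoptosome with Apaf-1, cytochrome c, caspase-9, procaspase-3, dATP; medium: pH 7.5 Hepes buffer with CHAPS, BSA, DTT; also added: cytochrome c and DEVD-Rh110 substrate; timing: 30 min plus 50 min, RT; signal: Rh110 fluorescence intensity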
SENP6 block – blocks the human protease SENP6; Q9GZR1; Recombinant SENP6 catalytic domain, aminoluciferin luminescence; inhibition, % at 10 µM; hit rate 1.8% among 330,000; AID 2599;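 active = inhibition above about 50% at the single tested dose, limit read from the data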;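 note: plate controls were DMSO wells with enzyme for no effect and DMSO wells lacking enzyme for full effect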
Target sequence (Q9GZR1 628-1112 limits assumed): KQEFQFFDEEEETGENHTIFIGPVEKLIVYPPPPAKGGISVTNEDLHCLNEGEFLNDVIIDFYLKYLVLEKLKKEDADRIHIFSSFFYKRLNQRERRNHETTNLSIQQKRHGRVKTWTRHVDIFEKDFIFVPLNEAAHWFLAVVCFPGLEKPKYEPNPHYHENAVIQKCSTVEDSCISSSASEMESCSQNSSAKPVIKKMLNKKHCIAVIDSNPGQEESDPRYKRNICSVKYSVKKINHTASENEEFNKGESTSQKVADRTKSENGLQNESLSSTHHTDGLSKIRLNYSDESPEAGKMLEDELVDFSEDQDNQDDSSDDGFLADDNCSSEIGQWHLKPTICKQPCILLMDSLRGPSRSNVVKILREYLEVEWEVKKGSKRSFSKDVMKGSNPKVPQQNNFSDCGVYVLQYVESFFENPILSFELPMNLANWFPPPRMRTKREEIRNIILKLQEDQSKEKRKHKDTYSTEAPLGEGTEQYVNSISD
SENP8 block-1 – blocks the human protease SENP8 | purified SENP8, Z-RLRGG-aminoluciferin cleavage, luminescence | inhibition, % at 10 µM | hit rate 1.2% among 330,000 | AID 2540; in the data active = inhibition above about 50%
Target sequence (Q96LD8 whole entry, looked up): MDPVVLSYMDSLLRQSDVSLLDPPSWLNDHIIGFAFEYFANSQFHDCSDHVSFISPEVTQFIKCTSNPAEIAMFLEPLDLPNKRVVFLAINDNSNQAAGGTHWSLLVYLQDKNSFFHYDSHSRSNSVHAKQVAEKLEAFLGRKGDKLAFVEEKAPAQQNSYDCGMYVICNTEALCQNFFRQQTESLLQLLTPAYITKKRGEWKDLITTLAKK
HKDC1 inh – HKDC1 (human) hexokinase inhibition. recombinant HKDC1, G6PDH/diaphorase resazurin coupled fluorescence. inhibition, % at 20 µM. Q2TB90. hit rate 0.16% among 340,000;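 active = inhibition above about 35% when tested at 20 µM, limit read from the data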;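 note: plate controls were DMSO wells with enzyme for no effect and DMSO wells lacking enzyme for full effect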
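Assay system – recombinant HKDC1 (HK5) hexokinase enzyme, produced in-house · Input – HKDC1 at 5 µg/mL · Reagent – glucose plus 1 mM ATP as hexokinase substrates · Timing – 90 min reaction incubation at room temperature, dark · Measured by – G6PDH/diaphorase-coupled fluorescence, 1 mM NADP, 100 µM resazurin, 525/613 nm · Benchmarks – DMSO-enzyme wells negative, buffer-substituted wells positive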
SENP8 block-2 – blocks human SENP8 cleavage of Nedd8 substrate; recombinant SENP8, Nedd8 substrate fluorescence; Q96LD8; AID 602440; hit rate 0.64% among 360,000; inhibition, % at 20 µM; in the data active = inhibition mostly above about 40%, no sharp cut-off; inactive = mostly below about 27%
SENP7 inh – inhibitors of human SENP7 protease; inhibition, % at 5 µM; hit rate 1.5% among 330,000; recombinant SENP7, Z-RLRGG-aminoluciferin luminescence, 40 min; Q9BQF6;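 active = inhibition above about 50% at the single test dose, limit read from the data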;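 note: plate controls were DMSO with enzyme for no effect and no enzyme buffer wells for full effect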
Target sequence (Q9BQF6 706-1050 limits assumed): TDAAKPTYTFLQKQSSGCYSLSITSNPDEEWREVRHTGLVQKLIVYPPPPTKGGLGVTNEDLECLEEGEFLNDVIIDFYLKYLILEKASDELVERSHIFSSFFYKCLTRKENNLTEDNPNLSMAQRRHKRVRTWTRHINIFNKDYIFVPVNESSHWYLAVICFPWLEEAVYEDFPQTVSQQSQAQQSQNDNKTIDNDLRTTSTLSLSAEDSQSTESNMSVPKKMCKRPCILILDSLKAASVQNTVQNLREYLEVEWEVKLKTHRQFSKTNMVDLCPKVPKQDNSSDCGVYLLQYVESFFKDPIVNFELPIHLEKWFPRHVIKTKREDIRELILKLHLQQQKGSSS
PfG6PD inh – PfG6PD (Plasmodium falciparum) enzyme inhibition; PfGluPho enzyme, NADPH resazurin-diaphorase fluorescence; AID 504690; hit rate 0.78% among 350,000; inhibition, % at 20 µM;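 active = inhibition reaching at least a set limit at 20 µM in the primary screen, cut at about 59% in these data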;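 note: 0% = DMSO wells with substrate and 100% = DMSO wells lacking glucose-6-phosphate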
* = called active by the depositor; · = not tested or not shown.

SMILES	SENP1 FRET inh	Apaf1 inhib	SENP6 block	SENP8 block-1	HKDC1 inh	SENP8 block-2	SENP7 inh	PfG6PD inh
Cc1ccc(NC(=S)N2CCN(C3CCCCC3)CC2)cc1	3	15	1	-10	-8	15	-12	6
CC1(CCc2ccccc2)NC(=O)N(CC(=O)Nc2ccc(S(N)(=O)=O)cc2)C1=O (stereo not drawn)	2	-17	-8	7	0	-5	4	7
Cc1cc(-c2ccccc2)n2nc(C)c(-c3ccccc3)c2n1	10	20	-6	2	6	24	13	4
Cc1ccc(CNC(=O)COC(=O)C2CCN(S(=O)(=O)c3cccs3)CC2)cc1	1	-2	-22	-1	-4	14	-4	14
O=C(NC(=S)NCCCN1CCOCC1)c1ccco1	-1	-8	6	-1	-3	10	5	-9
CC(NC(=O)c1ccccc1)C(=O)N/N=C/c1cccc([N+](=O)[O-])c1 (stereo not drawn)	2	0	0	6	11	11	5	5
COc1ccc(C(=O)COC(=O)C(C(C)C)N2C(=O)C3C4C=CC(C4)C3C2=O)cc1 (stereo not drawn)	0	20	-25	-12	-5	18	-10	-5
O=C(CSc1ccccn1)Nc1cccc(NC(=O)CSc2ccccn2)n1	0	-9	-7	-10	14	2	-6	-7
COc1ccc(CCNCc2csc3nc4ccccc4n23)cc1OC	-5	16	-6	-8	0	11	9	-11
Cc1ccc(CCNC(=O)c2cccc(N3CCCC3=O)c2)cc1	1	-3	-26	-3	1	11	11	-7
Cc1ccc(C(=O)OCc2nc3ccsc3c(=O)[nH]2)o1	0	7	-13	-12	-7	-3	-7	-5
CCCN(C(=O)c1cc(CC)c(C)s1)c1c(N)n(Cc2ccccc2)c(=O)[nH]c1=O	-2	1	-3	0	-5	-8	-13	0
Cc1cc(C)c(NS(=O)(=O)c2ccccc2)c(C)c1NS(=O)(=O)c1ccccc1	2	·	·	·	0	8	·	-4
CCN(CC)CCn1c(=S)[nH]c2cc(C(=O)N3CC(C)CC(C)C3)ccc2c1=O (stereo not drawn)	-1	-5	5	-4	-6	3	-6	2
COc1cccc(-c2nnc(NC(=O)c3ccco3)s2)c1	-1	6	30	17	2	-233	9	-18
COc1ccccc1C(=O)OCC(=O)Nc1cccc(S(=O)(=O)N2CCCC2)c1	1	9	-16	1	-1	-5	-5	6
COc1cc(C(=O)NC(=S)N(CCc2ccccc2)CCc2ccccc2)cc(OC)c1OC	1	25	-9	-6	-13	10	-11	-27
Cc1ccc(SCC(=O)O/N=C(\N)c2ccc([N+](=O)[O-])cc2)cc1	2	-10	6	4	-3	11	1	3
Cc1cc(Oc2ccccc2)nc(SCC(=O)Nc2ccccc2)n1	-1	2	-2	-1	-6	6	2	8
CC(C)OC(=O)N(C)c1ccc(C(O)(C(F)(F)F)C(F)(F)F)cc1	2	-22	0	3	-3	8	4	21
CC(=O)Nc1ccc(NC(=O)CSc2ncnc3c2cnn3Cc2ccccc2)cc1	3	-23	2	4	-4	4	8	-9
COC(=O)c1ccn(Cc2ccccc2Cl)n1	0	·	·	·	0	27	·	12
COc1cccc(-n2cc(C(=O)O)c3ccccc3c2=O)c1	2	-3	-2	0	2	-30	2	1
CCOC(=O)Cn1c(=O)oc2cc(S(=O)(=O)NC(C)(C)CC)ccc21	4	5	2	-5	-9	1	-9	-14
O=C(OCc1nnc(-c2ccccc2)o1)c1ccc2ccccc2n1	-5	7	-22	-10	5	8	-9	-3
Cc1onc(-c2c(F)cccc2Cl)c1C(=O)Nc1ccc(Cl)c(S(=O)(=O)N(C)C)c1	0	13	0	-8	-2	3	-6	7
CC1Cc2ccccc2N1C(=S)NC1CCCC1 (stereo not drawn)	-4	10	-11	3	1	1	4	13
c1ccc(COn2nnc3ccccc32)c(COn2nnc3ccccc32)c1	2	1	-14	-2	9	10	5	50
COc1ccc(S(=O)(=O)N(CC(=O)N2CCOCC2)c2ccc(F)cc2)cc1OC	1	9	5	-11	-2	5	-7	-8
CCN1CCc2nc(NC(=O)c3cc(F)c(F)cc3Cl)sc2C1	-35	-1	5	3	-1	-140	-1	7
CC[C@@]1(C(=O)OC)N[C@H](CN(C)S(=O)(=O)c2ccccc2)[C@@H]2C(=O)N(Cc3ccccc3)C(=O)[C@@H]21	3	-3	-4	5	2	2	0	-2
Cn1cnnc1Sc1ccc(CN2CCN(C3CCCC3)C(CCO)C2)o1 (stereo not drawn)	-2	3	-1	-2	-5	-7	9	-3
Nc1c(S(=O)(=O)c2cc(Cl)ccc2Cl)c2nc3ccccc3nc2n1CCN1CCOCC1	-6	3	-2	-13	1	-330	-6	5
O=C(/C=C/C=C/c1ccccc1)c1ccco1	-5	12	-1	-13	2	-3	-8	13
CCOC(=O)C1CCCN(C(=O)c2ccc3nc(-c4ccc(OC)c(OC)c4)c(-c4ccc(OC)c(OC)c4)nc3c2)C1 (stereo not drawn)	-22	31	16	-8	-4	-266	8	7
COc1ccc(-c2cc(C(=O)Nc3cc(Cl)ccc3OC)no2)cc1	2	-2	-22	-5	-7	-18	-2	-1
O=C1NC(=O)N2CCSC2(Cc2ccccc2)N1 (stereo not drawn)	3	·	·	·	-1	15	·	13
Clc1ccccc1CSc1nncn1-c1cccnc1	·	0	-18	-6	·	·	-9	·
COC(=O)CN=Cc1c(C)[nH]n(-c2ccccc2)c1=O	2	-11	5	7	-2	25	3	-5
CCOc1ccccc1NC(=O)COC(=O)c1cnc(C)cn1	1	1	10	3	-5	0	-2	-1

Five entries out of the list, sorted by heavy-atom count, largest number first:
SMILES	SENP1 FRET inh	Apaf1 inhib	SENP6 block	SENP8 block-1	HKDC1 inh	SENP8 block-2	SENP7 inh	PfG6PD inh
CC[C@@]1(C(=O)OC)N[C@H](CN(C)S(=O)(=O)c2ccccc2)[C@@H]2C(=O)N(Cc3ccccc3)C(=O)[C@@H]21	3	-3	-4	5	2	2	0	-2
Nc1c(S(=O)(=O)c2cc(Cl)ccc2Cl)c2nc3ccccc3nc2n1CCN1CCOCC1	-6	3	-2	-13	1	-330	-6	5
Cn1cnnc1Sc1ccc(CN2CCN(C3CCCC3)C(CCO)C2)o1 (stereo not drawn)	-2	3	-1	-2	-5	-7	9	-3
CCN1CCc2nc(NC(=O)c3cc(F)c(F)cc3Cl)sc2C1	-35	-1	5	3	-1	-140	-1	7
COC(=O)c1ccn(Cc2ccccc2Cl)n1	0	·	·	·	0	27	·	12

(further entries)
SMILES	SENP1 FRET inh	Apaf1 inhib	SENP6 block	SENP8 block-1	HKDC1 inh	SENP8 block-2	SENP7 inh	PfG6PD inh
O=C(c1cc2ccccc2oc1=O)N1CCN(C(=O)C2CCCO2)CC1 (stereo not drawn)	-8	-17	-9	2	4	-10	4	-5
Cc1cc(C)n(-c2ccc(C(=O)OCc3nnc(-c4ccccc4)o3)cc2)n1	-1	11	-10	-14	7	2	-10	-4
CCNC(=S)Nc1scc(-c2ccccc2)c1C(=O)OCC	0	19	3	-7	-2	15	-5	6
Nc1c(C(=O)Nc2ccccc2)sc2nc3c(c(-c4ccco4)c12)CCC3	-22	37	33	19	7	-69	15	7
Cc1ccc2c(c1)C(=O)C(=O)N2CC1COc2ccccc2O1 (stereo not drawn)	-2	19	-8	4	25	23	5	42
O=C(Nc1ccccc1Cl)c1ccc2c(=O)n3c(nc2c1)CCC3	1	-6	9	2	3	7	8	-5
CC1=NNC(=O)C1Cc1ccc(F)cc1 (stereo not drawn)	-1	-8	-22	-13	-2	8	1	15
O=C1CN(C(=O)NCC(=O)N[C@@H](C(=O)O)c2ccccc2)c2ccccc2N1	1	12	4	-10	-5	4	-14	-15
CCOCCCNC(=O)c1cn(C)c2ccc(S(=O)(=O)N3CCCC3)cc2c1=O	4	1	7	-5	-7	6	2	-9
O=S(=O)(c1cccc(C(F)(F)F)c1)N1CCN(c2ccccc2)CC1	1	5	6	-2	5	3	-8	-1
COCC(=O)N1CCC(Oc2ccc(C(=O)N(C)C(C)c3ccon3)cc2)CC1 (stereo not drawn)	1	6	-8	-4	-1	4	-6	-19
Cc1c(Cl)cccc1N(CC(=O)N1CCCCCC1)S(C)(=O)=O	2	-1	-1	2	-16	0	2	-6
Cc1cc(C(=O)N2CCN(C/C=C/c3ccccc3)CC2)cs1	-4	-14	-2	3	0	21	-5	-17
CC12CCC(=O)N1C(C(=O)OCC(=O)Nc1ccc(Cl)c(Cl)c1)CS2 (stereo not drawn)	-1	1	4	-1	-8	12	-1	12
CCC(C)(O)c1[nH]c2ccc(C(F)(F)F)cc2c1C (stereo not drawn)	1	10	-16	-2	2	-12	-11	29
COC(=O)c1ccc2c(c1)c(C#Cc1ccccc1)c(-c1ccccc1)n2C	-12	23	·	·	1	-375	-8	18
COc1cc(/C=N/NC(=O)c2ccccn2)cc2c1OCO2	0	2	2	-4	-1	-218	9	0
COc1ccc(CCNC(=O)C2CC(=O)N(C3CCCC3)C2)cc1OC (stereo not drawn)	0	-17	-5	-6	-8	2	8	-17
Cc1ccc(CNC(=O)C2C3C=CC(C3)C2C(=O)O)cc1 (stereo not drawn)	3	-7	-5	3	-2	9	-2	2
CCOC(=O)CN1C(=O)S/C(=C/c2cccc([N+](=O)[O-])c2O)C1=O	11	14	-4	0	-8	23	-2	1
CCn1nnnc1SCC(=O)Nc1ccc2c(c1)OCCO2	1	6	-12	-6	-3	29	9	-11
COc1ccccc1CCNC(=O)C(=O)NCC1OCCN1C(=O)c1ccc(Cl)cc1 (stereo not drawn)	-3	12	0	-4	-1	7	10	-7
Cc1cccc(N(CC(=O)NCCSCc2ccccc2)S(C)(=O)=O)c1C	3	-9	-5	6	-3	5	-1	6
CCN(CC)CCNC(=S)Nc1ccc(Cl)cc1	0	4	-22	6	13	3	1	10
COCCNC(=O)C(c1ccncc1)N(Cc1ccccc1)C(=O)Cn1nnc2ccccc21 (stereo not drawn)	1	-7	11	-1	-10	14	6	-6
O=C(Nc1ccc(Cl)c(-c2nc3ccccc3[nH]2)c1)c1cccnc1	1	-15	-19	-11	0	1	5	2
O=C(CSc1nc(=O)n(CCCN2CCOCC2)c2c1CCC2)Nc1ccc(F)cc1F	1	-2	-12	-13	-3	7	14	-3
O=C(CCc1c[nH]c2ccccc12)N=Nc1c(O)[nH]c2ccccc12	3	9	-4	-3	24	0	2	-13
O=C(O)CC1(c2ccc(F)cc2)C2CC3CC(C2)CC1C3 (stereo not drawn)	1	6	15	-1	0	21	-1	-26
CCN(CC(=O)Nc1ccc(NC(C)=O)cc1)C(=O)/C=C/c1cccs1	2	-4	-3	-9	11	13	-8	2
CCOC(=O)c1cnc2cc(-c3ccc(C)cc3)nn2c1-c1ccccc1	0	27	-5	1	-8	-127	7	-5
CCn1c(/C(C#N)=N/O)nc2ccccc21	-2	-4	-18	-2	-6	-30	-7	-12
O=C(Nc1ccc(F)cc1)c1cc(-c2ccccn2)nc2c(Cl)cccc12	-5	9	-1	-8	-5	-16	9	-3
Cc1ccc(S(=O)(=O)NCC(=O)OCc2cc(=O)oc3cc(C)ccc23)cc1	2	-2	0	8	2	-10	-2	4
CC(=O)N1CCOc2ccc(S(=O)(=O)N3CCC(C(=O)NCc4ccc(F)cc4)CC3)cc21	2	14	12	5	-6	25	-6	1
Cc1nnc(N(C)C(=O)c2ccncc2)s1	2	-3	12	2	-13	10	5	-7
O=C(N/N=C/c1ccc(N2CCOCC2)cc1)C1COc2ccccc2O1 (stereo not drawn)	-3	7	17	1	-10	-430	0	10

Source: PubChem (Sanford-Burnham Center for Chemical Genomics)

This is a random part of the collection (roughly 3.6% active in at least one column).
